Diaphorase act: activates diaphorase or chemically reduces, flagging diaphorase assay artifacts. Diaphorase/resazurin coupled assay, resorufin fluorescence, 16 min; hits give high values; 1 = vehicle wells, 0 = NADH-free wells. AID 1229. activation factor at 20 µM. 190,000 tested, 0.005% active;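 active means diaphorase activity raised at least twofold by the compound at 20 µM; inactive means activation factor below 2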
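Material: Clostridium kluyveri diaphorase, purified enzyme; Quantity: enzyme 0.07 U/mL final; Medium: HEPES pH 7.4 buffer with MgCl2 and Tween 20; Dosing: single compound dose of 20 µM, 1% DMSO final; Schedule: 16 min reaction at room temperature; Measured by: red resorufin fluorescence at 544/590 nm excitation/emission.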
PMI act satM6P: PMI (human) activation, high substrate; P34949; coupled PMI enzyme assay, resazurin fluorescence, 20 min; hits give high values; 1 = untreated enzyme, 0 = substrate-free blank; activation factor at 20 µM; 190,000 tested, 0.34% active; AID 1216;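 active means activation factor of 2 or more at 20 µM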
Target sequence (P34949 whole entry, looked up): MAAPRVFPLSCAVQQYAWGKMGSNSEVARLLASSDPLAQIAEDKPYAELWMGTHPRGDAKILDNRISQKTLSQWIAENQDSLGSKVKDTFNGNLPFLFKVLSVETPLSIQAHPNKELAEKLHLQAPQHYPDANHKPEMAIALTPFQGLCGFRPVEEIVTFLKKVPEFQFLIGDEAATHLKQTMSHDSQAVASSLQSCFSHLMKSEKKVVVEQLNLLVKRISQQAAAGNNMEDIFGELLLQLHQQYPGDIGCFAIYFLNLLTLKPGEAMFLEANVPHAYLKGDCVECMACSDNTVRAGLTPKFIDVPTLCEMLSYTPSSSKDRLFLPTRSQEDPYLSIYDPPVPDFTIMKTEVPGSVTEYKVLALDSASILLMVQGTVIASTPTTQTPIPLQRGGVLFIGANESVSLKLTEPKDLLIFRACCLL
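Test system: human phosphomannose isomerase with PGI, G6PDH, diaphorase coupling enzymes; Amount: PMI at 15 ng/mL final; Reagent: Mannose-6-phosphate 1.0 mM (near-saturating) plus 0.22 mM NADP+; Timing: 20 min, room temperature; Technique: resorufin fluorescence at Ex 544/Em 590 nm; Dosing: 20 µM single dose.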
PPARg SRC2 recr: agonists of SRC-2 recruitment by human PPARgamma | P37231 | PPARgamma LBD-SRC-2 recruitment, biochemical | activation, % at 8 µM | 200,000 tested, 0.34% active | AID 1032; in the data active means activation above about 22%;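 further: 0% = vehicle and 100% = reference agonist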
PPARg SRC-1 ag: PPARgamma-driven SRC-1 recruitment agonism | P37231 | PPARgamma-SRC-1 coactivator recruitment biochemical assay | activation, % at 8 µM | 200,000 tested, 0.41% active | AID 631; in the data active means activation above about 19%;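 further: 0% = DMSO and 100% = reference agonist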
S1P3 antagonist: S1P3 (human) receptor antagonism; CHO S1P3 NFAT-BLA reporter, FRET fluorescence, antagonist mode; Q99500; 170,000 tested, 0.27% active; inhibition, % at 4.98 µM;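 active means inhibition above the plate cutoff, the mean inhibition of test wells on that plate plus 3 SD, cut at about 28% in these data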;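 further: cells challenged with S1P at its EC80 of 0.8 µM; blue over green emission ratio from cleaved BLA substrate after 4 h stimulation; 0% = S1P-stimulated wells and 100% = unstimulated DMSO-only wells; some compounds past the cut are filed as inactive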
Target sequence (Q99500 whole entry, looked up): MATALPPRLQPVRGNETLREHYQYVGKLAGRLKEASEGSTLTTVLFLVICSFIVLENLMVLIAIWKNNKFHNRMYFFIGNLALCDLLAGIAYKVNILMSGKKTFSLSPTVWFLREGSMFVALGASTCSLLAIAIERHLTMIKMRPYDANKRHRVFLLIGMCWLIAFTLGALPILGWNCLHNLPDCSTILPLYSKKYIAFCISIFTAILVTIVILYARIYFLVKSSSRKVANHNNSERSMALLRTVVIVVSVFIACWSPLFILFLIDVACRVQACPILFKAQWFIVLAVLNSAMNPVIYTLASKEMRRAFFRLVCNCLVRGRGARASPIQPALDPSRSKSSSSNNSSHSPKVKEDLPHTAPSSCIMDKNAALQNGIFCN
G6PDH counter: L. mesenteroides G6PDH inhibition counter-screen; inhibition, % at 5 µM; 200,000 tested, 0.12% active; Purified L. mesenteroides G6PDH, diaphorase/resazurin coupled fluorescence, 45 min; in the data active means inhibition above about 50%
SRC2 TRFRET art: flags TR-FRET format artefacts in PPARgamma SRC-2 recruitment agonist screen | TR-FRET artefact counter-screen; hits give high values | TR-FRET ratio at 8 µM | 200,000 tested, 0.4% active | AID 1049; in the data active means TR-FRET ratio above about 2000; further: inactives centre near 1500
PPARg SRC3 recr: PPARgamma-driven SRC-3 recruitment agonism; AID 731; activation, % at 8 µM; P37231; biochemical PPARgamma/SRC-3 coactivator recruitment assay; 200,000 tested, 0.26% active; in the data active means activation above about 23%;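 further: 0% = DMSO and 100% = reference agonist; some compounds past the cut are filed as inactive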
PMI act: phosphomannose isomerase (human) activation. 190,000 tested, 0.005% active. activation factor at 20 µM. AID 1214. purified human PMI, coupled resazurin fluorescence, 20 min; hits give high values; 1 = vehicle control, 0 substrate-free wells. P34949;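 active means activation factor of 2 or more at 20 µM, relative to plate controls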
Diaph inh CS: diaphorase inhibition or chemical oxidation counter-screen; 190,000 tested, 0.69% active; diaphorase resazurin-to-resorufin fluorescence, NADH, 16 min; bacterial (C. kluyveri) enzyme, not human; inhibition, % at 20 µM;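 active means primary screen inhibition at 20 µM above a set limit, cut at about 50% in these data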;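 further: plate controls were DMSO with full reaction for no effect and wells lacking NADH for full effect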
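Test system: diaphorase enzyme from Clostridium kluyveri; amount: diaphorase at 0.14 U/mL in enzyme working solution; detection: fluorescence of resorufin formed from resazurin, Ex 544/Em 590 nm; times: reaction incubation of 16 min at room temperature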
ROMK mod: human ROMK K+ channel modulation, primary screen; P48048; Tet-inducible ROMK, thallium flux fluorescence; actives lie on both sides; B-score at 10 µM; 130,000 tested, 2% active; AID 1918;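 active means signal ratio slope over the read window, or its plate-corrected B-score, at least 3 SD from the plate mean, either direction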;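 further: B-score of the F/F0 ratio slope over 7 to 12 s after thallium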
* = called active by the depositor; / = no result given.

SMILES | PMI act | Diaphorase act | PPARg SRC3 recr | PMI act satM6P | S1P3 antagonist | SRC2 TRFRET art | Diaph inh CS | G6PDH counter | PPARg SRC-1 ag | ROMK mod | PPARg SRC2 recr
CCOc1nc(-c2ccc(Cl)cc2Cl)ccc1C#N | 0.9 | 0.9 | 3 | 0.9 | / | 1540 | 11 | -18 | 2 | / | -1
CCOc1ccc(S(=O)(=O)N(CCO)CCO)cc1-c1nc2c(C(C)(C)C)nn(C)c2c(=O)[nH]1 | 0.9 | 0.8 | 1 | 0.9 | / | 1285 | 17 | 0 | -2 | / | -4
COc1ccc(S(=O)(=O)N2CCCCCC2)cc1NC(=O)c1c2c(nc3ccccc13)CCN(Cc1ccccc1)C2 | 0.9 | 0.8 | 2 | 1 | 0 | 1620 | 19 | 5 | 5 | -1.6 | 1
O=C(CCCc1ccccc1)Nc1cccc(C(=O)O)c1 | 1 | 1 | -1 | 1 | -19 | 1653 | 3 | 7 | -4 | -0.26 | 10
COc1ccc(-c2nc(CS(=O)CC(=O)NCCC3=CCCCC3)c(C)o2)cc1 (stereo not given) | 1 | 1 | 6 | 1 | -34 | 1503 | 0 | 0 | 3 | / | 2
O=C(CCC1CCCCC1)Nc1nccs1 | 0.9 | 0.9 | 2 | 0.9 | -9 | 1524 | 10 | 12 | 2 | -0.4 | 8
CCOc1cccc(=O)c2c(C)n(CC3CCCO3)c(C)c12 (stereo not given) | 1 | 0.8 | 9 | 0.7 | -24 | 1817 | 22 | 18 | 16 | -0.77 | 6
Nc1ccc(NC(=O)c2ccccc2)c2c1C(=O)c1ccccc1C2=O | 1 | 0.9 | 1 | 0.9 | / | 1521 | 13 | 4 | 6 | / | 3
C[C@@H](C(=O)N[C@H](C(=O)O)c1ccccc1)n1nnc2ccccc2c1=O | 1.1 | 0.9 | 2 | 1 | 3 | 1399 | 8 | 5 | -5 | 0.2 | 1
Cc1ccc(NS(=O)(=O)c2ccc(OCC(=O)N3CCOCC3)cc2)cc1 | 1 | 0.9 | 7 | 1 | / | 1594 | 7 | -4 | 5 | / | 4

(more compounds)
SMILES | PMI act | Diaphorase act | PPARg SRC3 recr | PMI act satM6P | S1P3 antagonist | SRC2 TRFRET art | Diaph inh CS | G6PDH counter | PPARg SRC-1 ag | ROMK mod | PPARg SRC2 recr
CCn1c(CNC(=O)C23CC4CC(CC(C4)C2)C3)nnc1SC | 1.1 | 1 | 7 | 1.1 | -1 | 1429 | -4 | -5 | 1 | -0.43 | 9
Cc1ccc(C)n1-c1ccc(N2CCOCC2)cc1 | 0.7 | 0.8 | -1 | 0.8 | -11 | 1461 | 15 | 20 | -2 | / | 0
CCN1CCN(CC(O)COc2ccc3c(C)cc(=O)oc3c2)CC1 (stereo not given) | 1 | 1 | -3 | 1 | 3 | 1454 | 0 | -5 | 1 | 0.084 | -1
COc1ccc(C(=O)NCCc2nnc(SCC(=O)Nc3ccccc3F)n2C)cc1 | 0.9 | 0.9 | 0 | 0.9 | -11 | 1527 | 14 | 11 | -8 | 0.041 | 2
CCOc1ccccc1C(=O)N1CCN(c2ccc(C(F)(F)F)cn2)CC1 | 0.9 | 0.9 | 2 | 0.9 | 5 | 1591 | 10 | 8 | 2 | 0.13 | 11
CC(C)c1ccc(CN(C(=O)C2COc3ccccc3O2)C2CCS(=O)(=O)C2)cc1 (stereo not given) | 1 | 0.9 | 1 | 1 | / | 1510 | 12 | 9 | -7 | / | 1
CCCCOc1ccc(S(=O)(=O)Nc2cccnc2)cc1 | 0.9 | 0.9 | 2 | 0.9 | 28 | 1493 | 9 | 8 | 3 | -1.9 | -8
Cc1ccc(OCc2nnc(SCC(=O)C(C)(C)C)n2Cc2ccco2)cc1 | 0.9 | 0.9 | 0 | 1 | 10 | 1547 | 13 | 2 | 1 | -3.6* | 5
CC(=O)Nc1ccc2c3c(cccc13)C(=O)N(c1ccccc1)C2=O | 1 | 0.8 | 11 | 1.1 | -5 | 1749 | 18 | 2 | 10 | -0.44 | 9
Cc1ccccc1C(=NC(=O)c1ccccc1)c1ccccc1 | 0.9 | 1 | -3 | 1 | / | 1378 | 4 | 5 | 3 | / | 4

(listing goes on)
SMILES | PMI act | Diaphorase act | PPARg SRC3 recr | PMI act satM6P | S1P3 antagonist | SRC2 TRFRET art | Diaph inh CS | G6PDH counter | PPARg SRC-1 ag | ROMK mod | PPARg SRC2 recr
NC(=O)Cc1ccc(Nc2nnc(-c3ccccc3)c3ccccc23)cc1 | 1 | 1 | -2 | 1 | -9 | 1660 | 2 | -6 | 2 | / | -3
CCS(=O)(=O)c1ccc2c(c1)N(S(=O)(=O)c1ccc(Cl)cc1)CC(C(=O)O)O2 (stereo not given) | 1 | 0.9 | 1 | 1 | -5 | 1405 | 9 | -6 | 8 | -0.065 | -4
CCN(CC(=O)NC1CCS(=O)(=O)C1)c1nc(-c2cccnc2)nc2ccccc12 (stereo not given) | 1.1 | 1.1 | 14 | 1 | / | 1647 | -6 | 5 | 9 | / | 9
O=C(O)c1cc(-n2nnnc2SCc2ccccc2F)ccc1Cl | 0.9 | 0.9 | 0 | 1 | 0 | 1574 | 11 | 25 | 9 | -0.4 | 8
CCc1ccc2c(c1)cc(CN(C(=S)Nc1ccc(Cl)cc1)C1CC1)c1nnnn12 | 0.8 | 0.8 | 1 | 0.8 | / | 1566 | 18 | -1 | 48* | / | -4
CSc1nc2sc3c(c2c2nncn12)CCC3 | 0.9 | 0.9 | -2 | 1 | 3 | 1630 | 15 | 9 | 5 | -0.61 | 1
N#Cc1ccccc1NC(=O)CSc1nnc(-c2ccccc2O)n1-c1ccccc1 | 0.9 | 0.8 | 3 | 0.9 | -15 | 1551 | 21 | -2 | -3 | / | 11
CC1CN(CCCCOc2cccc(Oc3ccccc3)c2)CC(C)O1 (stereo not given) | 0.8 | 0.8 | 0 | 0.9 | 6 | 1466 | 15 | 3 | -2 | -0.25 | 0
CCn1nc(C)c(C2C(C#N)=C(N)OC3=C2C(=O)CCC3)c1C (stereo not given) | 0.9 | 0.9 | 1 | 0.9 | -15 | 1657 | 15 | 2 | 6 | -0.07 | 7
O=C(Cn1c(=O)sc2ccccc21)Nc1ccc2c(c1)OCCO2 | 1.1 | 0.9 | -1 | 1 | / | 1584 | 6 | 5 | -1 | / | 5

More entries follow:
SMILES | PMI act | Diaphorase act | PPARg SRC3 recr | PMI act satM6P | S1P3 antagonist | SRC2 TRFRET art | Diaph inh CS | G6PDH counter | PPARg SRC-1 ag | ROMK mod | PPARg SRC2 recr
O=C(O/N=C1\CCS(=O)(=O)c2sccc21)c1c(F)cccc1F | 1.1 | 1 | 2 | 1.1 | -24 | 1654 | -2 | 1 | 1 | 1.2 | -1
C1=C2C[N+]3(CCCC3)CC2Cc2ccc3ccccc3c21 (stereo not given) | 0.9 | 0.8 | -7 | 1 | / | 1495 | 17 | 1 | 1 | -1 | 1
O=C(c1csc2ccccc12)n1cccn1 | 0.9 | 0.9 | 6 | 1 | -45 | 1532 | 6 | 24 | 4 | / | 0
N#Cc1c(N)nc2c(c1-c1ccc3c(c1)OCO3)CCCCCC2 | 1 | 0.9 | 3 | 1 | / | 1466 | 9 | 5 | 0 | -0.48 | 0
CC(C)NC(=O)c1ccccc1NC(=O)Cc1ccc(Cl)cc1 | 1 | 0.9 | -5 | 1.1 | / | 1478 | 5 | 3 | 3 | -0.78 | 7
Cn1c(=O)c2c(ncn2Cc2ccc(Cl)cc2)n(C)c1=O | 1 | 1 | 1 | 1 | 2 | 1619 | -2 | 8 | -2 | 0.65 | 0
O=C1NCCCC1C(=O)N/N=C/c1cccc(O)c1 (stereo not given) | 1 | 1 | 1 | 1 | 8 | 1546 | 3 | 19 | 10 | / | 0
Cc1nc2ccccc2nc(C)c1=NOCC(=O)N(c1ccccc1)C(C)C | 0.9 | 0.9 | 3 | 1 | 5 | 1314 | 12 | 4 | 5 | -1.4 | -4
Cn1nc(-c2ccc(Cl)cc2)c2cc(C(=O)NCc3ccco3)sc21 | 0.9 | 0.6 | 9 | 0.9 | 27 | 1410 | 36 | 1 | 1 | / | -6
CCNc1ccc(C(=O)OCC(=O)NCc2ccccc2Cl)cc1[N+](=O)[O-] | 0.9 | 1 | 1 | 1.1 | 6 | 1706 | 0 | -21 | 4 | / | 8

Next part:
SMILES | PMI act | Diaphorase act | PPARg SRC3 recr | PMI act satM6P | S1P3 antagonist | SRC2 TRFRET art | Diaph inh CS | G6PDH counter | PPARg SRC-1 ag | ROMK mod | PPARg SRC2 recr
COC(=O)CNC(=O)COC(=O)c1cc(SC)ccc1Cl | 1 | 0.9 | 7 | 1.1 | -8 | 1779 | 7 | 4 | -2 | -1.1 | 10
Cc1cc(F)c(F)c(C(=O)NC2CC2)c1Cl | 0.9 | 0.9 | 11 | 1 | -20 | 1464 | 10 | -8 | 5 | 1.2 | 3
Cc1ccn2cc(C(=O)NCc3ccco3)nc2c1 | 1.2 | 1 | -1 | 1.1 | 30* | 1639 | 1 | 0 | 10 | 0.79 | -2
C/C(Cl)=C\Cn1c(Nc2ccc(C)cc2)nc2c1c(=O)n(C)c(=O)n2C | 0.9 | 1 | -1 | 1 | 21 | 1580 | 3 | -20 | 0 | -0.12 | 5
COc1ccc(NC(=O)CN(C)C(=O)c2oc3ccccc3c2C)cc1 | 0.9 | 1 | 1 | 1 | -6 | 1471 | 3 | 3 | -2 | -1.1 | -4
COc1ccc(S(=O)(=O)Nc2ccccc2C(N)=O)cc1OC | 1.3 | 1.1 | 0 | 1.2 | -17 | 1547 | -11 | -2 | -5 | 1.5 | 6
CCC(C)NC(=O)C1CCCN(C(=O)Nc2ccc(F)cc2)C1 (stereo not given) | 1 | 0.9 | -4 | 0.9 | 10 | 1415 | 12 | 5 | 4 | -1.3 | 1
O=C(CS(=O)(=O)c1ccc(Cl)c(Cl)c1)Nc1ccccc1Cl | 0.9 | 0.7 | 13 | 0.9 | / | 1457 | 27 | -14 | 0 | / | -5
C(=N\n1cnnc1)/c1cccc2ccccc12 | 1.1 | 1 | -13 | 1 | -18 | 1420 | 4 | 1 | -1 | 0.11 | 1
CCc1nc(C)cn1S(=O)(=O)c1cc(C)c(OC)cc1C | 1.1 | 0.9 | 2 | 1.1 | 17 | 1642 | 10 | 1 | -6 | / | -6

Looked up one by one from the entries so far (2):
SMILES | PMI act | Diaphorase act | PPARg SRC3 recr | PMI act satM6P | S1P3 antagonist | SRC2 TRFRET art | Diaph inh CS | G6PDH counter | PPARg SRC-1 ag | ROMK mod | PPARg SRC2 recr
Cc1ccn2cc(C(=O)NCc3ccco3)nc2c1 | 1.2 | 1 | -1 | 1.1 | 30* | 1639 | 1 | 0 | 10 | 0.79 | -2
COC(=O)CNC(=O)COC(=O)c1cc(SC)ccc1Cl | 1 | 0.9 | 7 | 1.1 | -8 | 1779 | 7 | 4 | -2 | -1.1 | 10

High-throughput results from PubChem.
